# Screening results (PubChem BioAssay)
# PAX8 inh HTS: inhibitors of PAX8-driven TPO luciferase reporter, primary screen, RMG-I cells, single concentration | SteadyGlo, 24 h | inhibition, % at 12.6 µM | hit rate 1.2% among 360,000 | AID 652154, 2013;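 active means mean replicate inhibition at least 60% with every replicate also reaching 60%; inconclusive means only one of the two criteria is met; inactive means mean below 60% and not all replicates reaching 60%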;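 further: luciferase light reporting Pax8 driven TPO promoter activity; plate controls were median of neutral control wells for no effect and mitoxantrone controls for full effect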
# EWS-Fli block: EWS/Fli-driven NR0B1 reporter inhibitors, primary screen, A673 cells, NR0B1 luciferase, luminescence, MLPCN library; inhibition, % at 12.6 µM; viability-normalised; hit rate 0.67% among 350,000;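 active means mean inhibition of at least 50% after viability correction, with every replicate also passing that limit; inconclusive means mean reaches 50% but only one of two replicates passes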;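 further: firefly luciferase signal divided by Alamar Blue viability fluorescence both relative to DMSO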
# DENV2 CPE rescue: inhibitors of DENV2 cytopathic effect, primary screen, cell-based, plate reader, single concentration; DENV2-infected cells, cytopathic effect rescue; hit rate 1.7% among 350,000; CPE inhibition, % at 9.99 µM; in the data active means CPE inhibition above about 20%, passing the limit was not always enough; inconclusive means no clear call, values can overlap the other calls; tested in BHK-21 cells;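 further: 0% = median of neutral control wells and 100% = median of positive control wells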
# ERp5 inh: inhibitors of ERp5-driven insulin aggregation, primary screen, biochemical, turbidity, absorbance 650 nm, single point | Protein disulfide-isomerase A6 (Homo sapiens), Q15084 | 90 min | inhibition, % at 9.99 µM | hit rate 0.05% among 350,000 | AID 651711, 2012;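 active means mean replicate inhibition above about 25%, with every replicate also reaching it, limit read from the data, passing the limit was not always enough; inconclusive means only one of those two criteria met; inactive means neither criterion met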
# Target sequence (Q15084 whole entry, looked up): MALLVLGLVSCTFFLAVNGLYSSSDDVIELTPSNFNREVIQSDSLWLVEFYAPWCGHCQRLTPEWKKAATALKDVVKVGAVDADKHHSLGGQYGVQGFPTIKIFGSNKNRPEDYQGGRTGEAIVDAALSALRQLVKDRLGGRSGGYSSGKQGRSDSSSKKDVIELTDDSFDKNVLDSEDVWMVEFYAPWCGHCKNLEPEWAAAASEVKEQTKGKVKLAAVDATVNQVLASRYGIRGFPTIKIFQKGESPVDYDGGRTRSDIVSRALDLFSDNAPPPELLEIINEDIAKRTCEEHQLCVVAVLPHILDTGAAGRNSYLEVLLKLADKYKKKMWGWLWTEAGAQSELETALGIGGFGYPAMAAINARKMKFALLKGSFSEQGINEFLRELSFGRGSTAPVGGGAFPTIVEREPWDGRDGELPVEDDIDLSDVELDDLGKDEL
# ARNT-TACC3 inh: disruptors of ARNT/TACC3 protein interaction, primary screen, biochemical, AlphaScreen, single concentration | Transforming acidic coiled-coil-containing protein 3 (Homo sapiens), Q9Y6A5 | hit rate 0.66% among 390,000 | inhibition, % at 9.99 µM | AlphaScreen His-ARNT PAS-B/GST-TACC3 binding, luminescence; TACC3 fragment carries E629A point mutation;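 active means mean inhibition of replicates at least 50% and at least half of replicates each reaching 50%; inconclusive means half or more replicates reach 50% but mean below 50%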;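 further: 0% = complete ARNT plus TACC3 wells and 100% = ARNT alone without TACC3; many hits fall short of the cut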
# XiGFP reactiv: activators of inactive X chromosome reactivation, primary screen, imaging, XiGFP fibroblasts, GFP high-content imaging, set 2; XiGFP mouse fibroblasts, % GFP-positive cells imaging, 3 d; cells co-treated with 5-aza-dC sensitizer; scaled so ellipticine positive control = 100%; activation, % at 7.58 µM; hit rate 0.055% among 360,000; AID 743238, 2013;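 active means mean normalized replicate activation at least 10% and every replicate at or above 10%; inconclusive means only one of the two criteria met; inactive means mean below 10% and not all replicates reach 10%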;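 further: 0% = median of on-plate neutral control wells and 100% = ellipticine 6 µM median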
#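 assay system = SV40-immortalized XiGFP fibroblast cells, line 68-5-11 | buffer or medium = DMEM plus 5-aza-dC sensitizer | doses = single-point pinned compound dosing | times = 3-day compound exposure, then 15 min fixation at room temperature | benchmarks = positive control ellipticine, 6 µM final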
# F508del corr: F508del CFTR correction, initial screen, CFBE line, single point; CFBE cells, YFP halide quenching; stimulated with forskolin plus potentiator P3; % fluorescence drop versus neutral controls; activity (quench increase), % at 7.58 µM; hit rate 0.36% among 350,000; AID 720511, 2013;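 active means mean added fluorescence quench of at least 8% versus neutral control, with both replicates also reaching 8%; inconclusive means only one of the mean or replicate conditions met; inactive means mean below 8% and not both replicates reaching 8%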;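 further: cells transiently co-express mutant CFTR-F508del with the halide-sensitive YFP; corrector assay measuring rescue of mutant channel to the surface after 24 h compound exposure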
# INS-1E GSIS act: GLuc luminescence reporter in INS-1E cells, primary screen for activators of glucose-dependent secretion of insulin | INS-1E GLuc reporter insulin secretion, 2-3 h | activation, % at 16.6 µM | hit rate 0.61% among 370,000 | AID 743287, 2014;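 active means lowest replicate activation of at least 40%, so every replicate reaches that level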;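 further: 0% = median of neutral control wells and 100% = median of IBMX positive control wells; some compounds called inactive have numbers as strong as hits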
# Numbers without * were called inactive; ? = inconclusive; / = not tested or not shown; & = joins results of further samples. Rows are unselected; overall some 4.2% were active at least once.
No.	canonical_smiles	PAX8 inh HTS	EWS-Fli block	DENV2 CPE rescue	ERp5 inh
1	COc1cccc(C(=O)Nc2ccc3c(c2)C(=O)N(C)C[C@@H](OC)[C@H](C)CN(C(C)=O)[C@@H](C)CO3)c1	-4	-9	-3	4
2	CC(C)NC(=O)N(C)C[C@H]1OCCCC[C@@H](C)Oc2ccc(NC(=O)Nc3cccc4ccccc34)cc2C(=O)N([C@H](C)CO)C[C@@H]1C	0	-7	-5	3
3	O=C(CC1Sc2ncnn2C1=O)Nc1ccccc1 (stereo not drawn)	/	1	0	1
4	Cc1cccc(C2=NN(c3ccccc3)[C@@H](C(=O)N3CCOC3=O)[C@@H]2c2ccc(F)cc2)c1	14	3	2	-2
5	CC(=O)c1c(C)[nH]c(C(=O)COC(=O)c2cccc(S(=O)(=O)N(C)c3ccccc3)c2)c1C	45	/	/	/
6	C[C@@H]1CN([C@@H](C)CO)C(=O)c2cc(NS(=O)(=O)c3cccs3)ccc2O[C@H]1CN(C)Cc1ccc(C(F)(F)F)cc1	-4&21	7&8	7&-6	-2&-2
7	CCOC(=O)C1=C(N)OC2=C(C(=O)CC(C)(C)C2)C1c1ccc(CC)s1 (stereo not drawn)	18	-2	1	1
8	COc1ccc(CN(C)C[C@H]2Oc3ccc(NC(=O)Cn4cnnn4)cc3C(=O)N([C@@H](C)CO)C[C@H]2C)cc1	-22	/	1	-2
9	Cc1nc(CNC(=O)c2cc(COc3ccc(F)cc3Cl)on2)cs1	8	-5	-4	3
10	COc1cccc(-c2cc(C(=O)NCc3cccs3)no2)c1	-5	-83	-6	3
11	COc1ccc(F)c(CN2CCCC(CO)(Cc3cccc(Cl)c3)C2)c1 (stereo not drawn)	-2	-8	-4	-1
12	COc1cccc(/C=N/NC(=O)c2nnn(-c3nonc3N)c2CN(C)C2CCCCC2)c1	9	6	-3	1

No.	ARNT-TACC3 inh	XiGFP reactiv	F508del corr	INS-1E GSIS act
1	28	0.2	-4.8	-11
2	-4	0.0	3.4	19
3	/	/	0.8	-19
4	/	-0.1	2.3	9
5	-15	0.0	/	-49
6	-9&2	0.2&0.0	2.0&2.1	-8&-15
7	-9	0.0	2.5	-11
8	14	0.1	0.6	2
9	14	0.0	-0.9	-18
10	-4	1.8	-3.5	-7
11	2	0.1	-2.4	/
12	/	0.0	1.5	10

# Four entries already listed, ordered by their value in F508del corr, lowest first:
No. | Structure | F508del corr
10 | COc1cccc(-c2cc(C(=O)NCc3cccs3)no2)c1 | -3.5
11 | COc1ccc(F)c(CN2CCCC(CO)(Cc3cccc(Cl)c3)C2)c1 (stereo not drawn) | -2.4
12 | COc1cccc(/C=N/NC(=O)c2nnn(-c3nonc3N)c2CN(C)C2CCCCC2)c1 | 1.5
7 | CCOC(=O)C1=C(N)OC2=C(C(=O)CC(C)(C)C2)C1c1ccc(CC)s1 (stereo not drawn) | 2.5

# Additional structures:
No.	canonical_smiles	PAX8 inh HTS	EWS-Fli block	DENV2 CPE rescue	ERp5 inh
13	O=S1(=O)CC(N2CCCCC2)CN1C1CCCCC1 (stereo not drawn)	-5	-11	-3	5
14	Cc1cc(C(=O)N/N=C/c2cccc([N+](=O)[O-])c2O)n[nH]1	13	3	-1	1
15	CCCCCN1C(=O)Cn2c(nc3ccccc3c2=O)C1C (stereo not drawn)	25	4	-3	-1
16	CC(C)(Oc1ccc(Cl)cc1)C(=O)Nc1cccc(S(=O)(=O)NC2=NCCC2)c1	-5	5	15	1
17	COc1ccc(C(CNC(=O)c2cc(S(=O)(=O)Nc3cccc(C)c3)ccc2C)N2CCOCC2)cc1 (stereo not drawn)	9	3	-9	0
18	O=C(C[C@@H]1C[C@H]2c3cc(NC(=O)c4cccnc4)ccc3O[C@H]2[C@H](CO)O1)NCC(F)(F)F	-5	-3	-4	-2
19	CO[C@@H]1CN(C)C(=O)c2ccc(NS(=O)(=O)c3cn(C)cn3)cc2OC[C@@H](C)N(Cc2cccc(F)c2)C[C@H]1C	/	3	0	3
20	CN(CC(=O)Nc1ccc(Cl)c(C(F)(F)F)c1)C(=O)c1cccnc1Sc1ccccc1	-4	/	-9	11
21	CC1(C)CC(C(CC(=O)Nc2nccs2)c2ccccc2)CCO1 (stereo not drawn)	-5	13	1	3
22	Cc1ccc2c(COC(=O)c3ccc(NC(=O)CC#N)cc3)cc(=O)oc2c1C	-4	-19	?	0
23	CON(C)C(=O)CCN(C(=O)OC(C)(C)C)c1ccccc1	1	10	-10	5
24	CCc1nc2oc3ccccc3c(=O)c2cc1C(=O)OC	-156	-115	-3	0

No.	ARNT-TACC3 inh	XiGFP reactiv	F508del corr	INS-1E GSIS act
13	/	0.0	-0.3	0
14	/	0.3	0.1	-8
15	2	0.3	-2.0	7
16	3	-0.1	-3.5	/
17	-9	-0.1	-1.5	-44
18	-3	0.0	-1.2	12
19	2	0.6	0.7	-18
20	1	0.0	1.5	-44
21	0	0.1	-2.3	1
22	-6	0.0	0.4	10
23	-1	-0.2	-1.4	10
24	-6	0.0	-2.3	1

# Additional compounds.
No.	canonical_smiles	PAX8 inh HTS	EWS-Fli block	DENV2 CPE rescue	ERp5 inh
25	COc1ccccc1CNC(=O)/C(C#N)=C/c1ccc(OC)c(OC)c1OC	-9	7	1	3
26	Cc1cccc(NC(=O)c2cccc(S(=O)(=O)NCc3ccccc3)c2)n1	13	3	-2	9
27	COc1ccc([C@H]2CC(=O)C=C(c3ccc(OC(F)(F)F)cc3)C2)cc1OC	0	0	3	3
28	CC1(C)CC(NC(=O)COc2ccccc2Cl)CC(C)(C)N1	-104	-9	33*	-5
29	C[C@@H]1CCCCO[C@@H](CN(C)S(=O)(=O)c2ccccc2)[C@@H](C)CN([C@H](C)CO)C(=O)c2cc(NS(=O)(=O)c3ccc(Cl)cc3)ccc2O1	-9	-5	5	0
30	CN(C)C(=O)C[C@@H]1C[C@@H]2c3cc(NS(C)(=O)=O)ccc3O[C@@H]2[C@H](CO)O1	-20	3	17	77*
31	CCC1(C)Cc2ccccc2-c2nc(SC)[nH]c(=O)c21 (stereo not drawn)	-9	-12	-4	-6
32	Cc1ccc(C)c(Cn2nnc3c(=O)[nH]c(C(=O)Nc4ccc(F)cc4)nc32)c1	-3	-5	6	1
33	COC(=O)CNC(=O)CCc1nnc(C2(c3ccc(Cl)cc3)CCC2)o1	-54	-44	5	-6
34	CCN1CCN(C(c2cccs2)C(C)NC(=S)Nc2cc(C)ccc2C)CC1 (stereo not drawn)	25	-6	-7	0
35	Cc1noc(C)c1NC(=O)N(C)C[C@H]1Oc2ccc(NC(=O)Cc3cn(C)c4ccccc34)cc2CC(=O)N([C@H](C)CO)C[C@H]1C	-6	-4	-9	-10
36	COc1ccc(CN(C)C[C@@H]2OCCCC[C@H](C)Oc3ccc(NC(=O)CCCN(C)C)cc3C(=O)N([C@@H](C)CO)C[C@H]2C)cc1	-34	-5	-7	3

No.	ARNT-TACC3 inh	XiGFP reactiv	F508del corr	INS-1E GSIS act
25	-10	0.1	1.8	6
26	10	-0.1	1.8	-1
27	2	0.0	-3.2	/
28	/	0.3	1.1	2
29	12	0.2	0.0	5
30	-3	0.0	2.5	1
31	14	0.3	0.2	60*
32	8	0.0	0.1	/
33	-8	-0.2	-3.1	-7
34	6	0.0	-1.3	8
35	-6	0.4	-3.7	9
36	/	0.0	-0.6	0

# With a hit mark in DENV2 CPE rescue, of those listed so far:
No. | Structure | DENV2 CPE rescue | ERp5 inh | ARNT-TACC3 inh | F508del corr | INS-1E GSIS act
28 | CC1(C)CC(NC(=O)COc2ccccc2Cl)CC(C)(C)N1 | 33* | -5 | / | 1.1 | 2

# Additional entries.
No.	canonical_smiles	PAX8 inh HTS	EWS-Fli block	DENV2 CPE rescue	ERp5 inh
37	COc1ccc(NC(=O)N(C)C[C@@H]2Oc3ccc(NC(=O)NC4CCCCC4)cc3C(=O)N([C@@H](C)CO)C[C@@H]2C)cc1	-2	-5	-3	-3
38	CCOc1ccc(S(=O)(=O)N2CCCC(C(=O)NCc3ccncc3)C2)cc1 (stereo not drawn)	-5	/	-15	5
39	NS(=O)(=O)c1ccc(CNC(=O)c2cccc(S(=O)(=O)N3CCc4ccccc43)c2)cc1	22	6	-4	2
40	CN(C)C(=O)C[C@H]1CC[C@@H]2[C@H](COC[C@H](O)CN2Cc2nccs2)O1	-7	-8	14	-4
41	C[C@@H]1CN([C@@H](C)CO)C(=O)c2cc(NC(=O)CCCCCC(=O)Nc3ccccc3N)ccc2O[C@@H]1CN(C)S(C)(=O)=O	-6	11	13	-10
42	CCCNC(=O)C[C@H]1CC[C@@H]2[C@H](COC[C@@H](O)CN2Cc2cccc(F)c2)O1	-28	-14	6	2
43	COc1ccc(CCC(C)Nc2ccc(F)cc2)cc1 (stereo not drawn)	/	5	2	1
44	Cn1cnc(S(=O)(=O)N2C[C@@H](O)COC[C@@H]3O[C@H](CC(=O)N4CCN(c5ccccc5)CC4)CC[C@H]32)c1	8	-8	-4	-11
45	COc1cccc(C(C)(O)c2nc(-c3ccc4ccccc4c3)cs2)c1 (stereo not drawn)	0	-6	5	-6
46	CC1CCN(C(=O)CCN2C(=O)C3C4C=CC(C4)C3C2=O)CC1 (stereo not drawn)	-12	/	-2	2
47	Cc1ccc(CCN2CC(C(=O)NC3CCC(C)CC3)CC2=O)cc1 (stereo not drawn)	-2	-5	1	-2
48	COc1cccc(C(C)(O)c2nc(/C=C/c3ccccc3)cs2)c1 (stereo not drawn)	10	7	13	4

No.	ARNT-TACC3 inh	XiGFP reactiv	F508del corr	INS-1E GSIS act
37	13	0.0	-2.2	-9
38	-4	0.0	0.7	9
39	-4	0.3	5.9	-10
40	-3	0.1	-0.3	10
41	/	-0.1	-0.2	7
42	-14	-0.1	0.2	4
43	2	/	-0.5	-51
44	-5	-0.1	-0.1	23
45	/	0.1	1.8	-6
46	7	-0.1	2.6	-5
47	/	0.4	2.4	/
48	/	-0.1	-0.9	-19

# Additional records.
No.	canonical_smiles	PAX8 inh HTS	EWS-Fli block	DENV2 CPE rescue	ERp5 inh
49	C/C=C/c1ccc2c(c1)O[C@@H](CN(C)CCC)[C@@H](C)CN([C@@H](C)CO)S2(=O)=O	/	-7	-9	5
50	C[C@H]1CN([C@@H](C)CO)C(=O)c2ccccc2-c2ccccc2CO[C@H]1CN(C)CC1CC1	-32	-3	5	4
51	Cc1cccc(-n2c(SC(C)C(=O)O)nc3sc4c(c3c2=O)CCCC4)c1 (stereo not drawn)	27	29	1	1
52	COc1ccc(NC(=O)CSc2nc(O)cc(=O)n2-c2ccccc2OC)cc1	/	1	5	3

No.	ARNT-TACC3 inh	XiGFP reactiv	F508del corr	INS-1E GSIS act
49	-4	-0.9	-0.1	16
50	0	2.1	-0.2	30
51	-3	0.0	-2.6	6
52	3	/	2.0	11
